TbHK1 inh – T. brucei hexokinase 1 inhibition. recombinant TbHK1, G6PDH-coupled NADH A340. inhibition, % at 10 µM. 0.11% of 220,000 active;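 active = inhibition of 50% or more in the single-dose primary screen; inactive = inhibition below 50%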
KCC2 mod – modulators of human KCC2 chloride dependent transport | KCC2 cells, thallium flux FluoZin-2 fluorescence | AID 1456 | 2.2% of 190,000 active | B-score of Tl+ flux slope (higher = more flux/activation; lower = inhibition) at 10 µM | Q9H2X9;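 active = thallium flux slope and its plate-corrected score both differing from the plate sample mean at a set confidence after two filtering rounds, in either direction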;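 note: slope of fluorescence scaled to starting intensity during 10 to 20 s after thallium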
TRPN1 ag – agonists of zebrafish TRPN1 channel; activation, % at 3 µM; AID 1424; 0.18% of 220,000 active; HEK293 zebrafish TRPN1-YFP, Fluo-8 calcium fluorescence; 100% = response to 87 µM carbachol;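 active = activation above its plate's cutoff, the mean activation of test wells on that plate plus 3 SD, cut at about 19% in these data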;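 note: 0% = DMSO alone and 100% = 87 µM carbachol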
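Material: zebrafish TRPN1-YFP in HEK293 cells; Doses: single test compound dose, 3 µM nominal, 0.3% DMSO; Timing: dye loading 1 h at 37 °C, then 30 min room temperature; Technique: intracellular calcium fluorescence with Fluo-8; Benchmarks: high carbachol 87 µM, low DMSO alone.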
thrombin 1536 – inhibitors of human thrombin; P00734; alpha-thrombin, Boc-VPR-AMC fluorogenic substrate cleavage; inhibition, % at 5 µM; 0.26% of 220,000 active;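 active = inhibition at or above 40%; inactive = inhibition below 40%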;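 note: 0% = enzyme with no compound and 100% = wells without enzyme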
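Assay system: human alpha-thrombin enzyme. Reagent: Boc-VPR-AMC substrate, 15 µM final. Compound dosing: one concentration per compound, 5 µM, with 0.2% DMSO. Incubation: room-temperature reaction. Technique: AMC fluorescence, 355/460 nm. Measure: % inhibition relative to enzyme controls and enzyme-free blanks.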
PPC-1+TRAIL kill – compounds killing PPC-1 cancer cells with TRAIL present (potentiator screen, no TRAIL-free arm); PPC-1 cells + TRAIL, ATPLite viability luminescence; cell killing (% activity), % at 4 µM; 0.41% of 220,000 active;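 active = cell killing above 50% in the first pass at 4 µM, then a duplicate retest at 5 µM averaging 50% or more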;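 note: plate controls were cells with TRAIL plus DMSO for no effect and medium-only wells lacking cells for full effect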
Calpain2 inh – inhibitors of pig calpain II; purified calpain II, fluorogenic peptide substrate, 30 min; inhibition, % at 16 µM; 0.37% of 220,000 active;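 active = inhibition above about 50%, limit read from the data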
Furin inh – human furin inhibition. P09958. purified furin, fluorogenic substrate cleavage. inhibition, % at 30 µM. 0.061% of 220,000 active; in the data active = inhibition above about 25%; note: inactives centre near -15
TRPML3 agonist – activates the human TRPML3 channel | Q8TDD5 | HEK293 TRPML3-YFP, Fluo-8 calcium fluorescence; 100% = the carbachol control signal | activation, % at 3 µM | 0.29% of 220,000 active | AID 1448;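 active = activation above its plate's cutoff, the mean activation of the plate's test wells plus 3 SD, cut at about 12% in these data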;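 note: 0% = DMSO only wells and 100% = carbachol wells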
Target sequence (Q8TDD5 whole entry, looked up): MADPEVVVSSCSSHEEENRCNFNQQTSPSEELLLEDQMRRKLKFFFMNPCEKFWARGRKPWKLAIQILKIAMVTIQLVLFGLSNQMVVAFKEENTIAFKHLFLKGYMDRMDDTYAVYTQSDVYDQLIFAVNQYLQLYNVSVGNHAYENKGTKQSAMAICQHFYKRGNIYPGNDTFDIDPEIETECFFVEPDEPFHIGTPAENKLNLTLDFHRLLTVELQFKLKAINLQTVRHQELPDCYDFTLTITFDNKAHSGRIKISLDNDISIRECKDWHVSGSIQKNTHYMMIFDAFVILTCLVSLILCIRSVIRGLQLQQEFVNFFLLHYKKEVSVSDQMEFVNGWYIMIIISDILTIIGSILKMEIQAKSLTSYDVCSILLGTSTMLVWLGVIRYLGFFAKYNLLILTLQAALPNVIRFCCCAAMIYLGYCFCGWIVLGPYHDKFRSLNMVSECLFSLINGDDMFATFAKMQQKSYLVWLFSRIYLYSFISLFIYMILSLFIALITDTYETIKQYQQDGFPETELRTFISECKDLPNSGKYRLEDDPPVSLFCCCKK
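Material: TRPML3-YFP stable HEK293 cells | Dosing: One concentration, 3 µM nominal, 0.3% DMSO | Timing: 125 s total fluorescence read per well | Technique: Fluo-8 calcium dye fluorescence, ex 470-495, em 515-575 nm | Measure: Percent activation from peak-to-basal fluorescence ratio, scaled between DMSO and carbachol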
EBV gp42 inh – blocks Epstein-Barr virus glycoprotein 42 binding; Q1HVG2; Fluorescence polarization binding assay, mP read-out; inhibition, % (tested at 21.74 µM); 0.42% of 220,000 active; AID 1085; in the data active = inhibition above about 50%
Target sequence (Q1HVG2 whole entry, looked up): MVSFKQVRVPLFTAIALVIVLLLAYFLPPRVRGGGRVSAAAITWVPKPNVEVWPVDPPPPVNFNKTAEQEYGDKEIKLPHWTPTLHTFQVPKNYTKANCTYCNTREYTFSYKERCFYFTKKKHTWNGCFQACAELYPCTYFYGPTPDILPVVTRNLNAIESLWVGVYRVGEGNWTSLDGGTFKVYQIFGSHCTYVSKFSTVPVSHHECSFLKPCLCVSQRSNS
The depositor's hits bear a star; [ ] = dose if it differs, or a comment.

How did Cc1c(S(=O)(=O)N2CCN(c3cccc(C(F)(F)F)c3)CC2)c(=O)n(C)c(=O)n1C do in these assays?
TbHK1 inh: -8; KCC2 mod: 0.8; TRPN1 ag: 0.7; thrombin 1536: -2; PPC-1+TRAIL kill: 21; Calpain2 inh: -19; Furin inh: -12; TRPML3 agonist: 0.8; EBV gp42 inh: -14

How did COc1ccccc1NC(=O)COC(=O)c1ccccc1C(=O)N1CCN(c2ccccc2)CC1 do in these assays?
TbHK1 inh: -6; TRPN1 ag: 2.8; thrombin 1536: -2; PPC-1+TRAIL kill: 12; Calpain2 inh: -20; Furin inh: -17; TRPML3 agonist: 2.2; EBV gp42 inh: 13

What do the screens show for `O=C(O)CSc1c2c(nc3cc(C(=O)NCCN4CCOCC4)ccc13)CCC2`?
TbHK1 inh: -7; KCC2 mod: -0.75; TRPN1 ag: 0.3; thrombin 1536: -9; PPC-1+TRAIL kill: 17; Calpain2 inh: -8; Furin inh: -11; TRPML3 agonist: 0.7; EBV gp42 inh: -4

How did COc1cc(C(=O)Nc2cccc3ncccc23)cc(OC)c1OC do in these assays?
TbHK1 inh: -1; KCC2 mod: 0.0099; TRPN1 ag: -1.2; thrombin 1536: 4; PPC-1+TRAIL kill: 16; Calpain2 inh: -39; Furin inh: -26; TRPML3 agonist: 0.9; EBV gp42 inh: -5

What do the screens show for `CCCCc1nc(S(=O)(=O)c2ccc(Cl)cc2)c(N2CCOCC2)o1`?
TbHK1 inh: 1; KCC2 mod: 0.38; TRPN1 ag: 1.1; thrombin 1536: -3; PPC-1+TRAIL kill: -5; Calpain2 inh: 4; Furin inh: -15[20 µM]; TRPML3 agonist: 0.4; EBV gp42 inh: -20

How did CCOc1cc(C=O)ccc1OCCSc1ccc(Cl)cc1 do in these assays?
TbHK1 inh: 2; TRPN1 ag: 1.0; thrombin 1536: 4; PPC-1+TRAIL kill: 8; Calpain2 inh: 4; Furin inh: -8; TRPML3 agonist: -1.1; EBV gp42 inh: 0

How did CCCC(=O)c1ccc2c(c1)OCCO2 do in these assays?
TbHK1 inh: -5; TRPN1 ag: 1.5; thrombin 1536: 2; PPC-1+TRAIL kill: 10; Calpain2 inh: -4; Furin inh: -13[20 µM]; TRPML3 agonist: 0.8; EBV gp42 inh: -11

What do the screens show for `Cc1nn(Cc2cccc(C(=O)NC34CC5CC(CC(C5)C3)C4)c2)c(C)c1Br`?
TbHK1 inh: 1; KCC2 mod: 0.86; TRPN1 ag: -2.1; thrombin 1536: 5; PPC-1+TRAIL kill: 6; Calpain2 inh: -6; Furin inh: -14[20 µM]; TRPML3 agonist: -0.5; EBV gp42 inh: -4

How did Cc1ccc(S(=O)(=O)N2CCN(c3nc(C)nc4sc5c(c34)CCC(C)C5)CC2)cc1 (stereo not drawn) do in these assays?
TbHK1 inh: -8; TRPN1 ag: 0.8; thrombin 1536: -2; PPC-1+TRAIL kill: 2; Calpain2 inh: 20; Furin inh: -13; TRPML3 agonist: -0.7; EBV gp42 inh: -3

What do the screens show for `O=S(=O)(ON(c1ccccc1)S(=O)(=O)c1ccccc1)c1ccccc1`?
TbHK1 inh: 1; KCC2 mod: 0.34; TRPN1 ag: -1.2; thrombin 1536: -1; PPC-1+TRAIL kill: 16; Calpain2 inh: -6; Furin inh: -14; TRPML3 agonist: -0.2; EBV gp42 inh: 3

What do the screens show for `O=C(Sc1nnnn1C1CCCCC1)c1cccs1`?
TbHK1 inh: -2; KCC2 mod: 0.16; TRPN1 ag: 0.5; thrombin 1536: -12; PPC-1+TRAIL kill: 10; Calpain2 inh: 13; Furin inh: -16[20 µM]; TRPML3 agonist: -0.6; EBV gp42 inh: -20

What do the screens show for `CSc1cccc(NC(=O)CN(c2ccc(C)cc2C)S(C)(=O)=O)c1`?
TbHK1 inh: -2; TRPN1 ag: 0.3; thrombin 1536: 6; PPC-1+TRAIL kill: 1; Calpain2 inh: 18; Furin inh: -7; TRPML3 agonist: -0.6; EBV gp42 inh: 1

How did Cc1ccc(Cl)cc1NC(=O)C(NS(=O)(=O)c1cccs1)c1ccccc1 (stereo not drawn) do in these assays?
TbHK1 inh: 28; KCC2 mod: -1.1; TRPN1 ag: -3.0; thrombin 1536: -10; PPC-1+TRAIL kill: 23; Calpain2 inh: -2; Furin inh: -16; TRPML3 agonist: -0.7; EBV gp42 inh: -8

How did COc1ccc(C(=O)NNC(=O)CN2CCN(c3nc(-c4ccccc4)cs3)CC2)cc1 do in these assays?
TbHK1 inh: 21; KCC2 mod: -0.28; TRPN1 ag: 0.7; thrombin 1536: -5; PPC-1+TRAIL kill: -5; Calpain2 inh: 22; Furin inh: 1; TRPML3 agonist: 0.9; EBV gp42 inh: -8

Results for COc1ccc(NC(=O)CSc2nnc(Cc3cccs3)n2-c2ccc(C)cc2)cc1 ?
TbHK1 inh: -4; KCC2 mod: -1.1; TRPN1 ag: 0.7; thrombin 1536: -1; PPC-1+TRAIL kill: 4; Calpain2 inh: -33; Furin inh: 0[20 µM]; TRPML3 agonist: -0.6; EBV gp42 inh: -9

How did CCN(CC)c1ccc(C(=O)NC(=S)N2CCN(Cc3ccc4c(c3)OCO4)CC2)cc1 do in these assays?
TbHK1 inh: -27; KCC2 mod: 17*; TRPN1 ag: 0.0; thrombin 1536: -2; PPC-1+TRAIL kill: 19; Calpain2 inh: -21; Furin inh: -9; TRPML3 agonist: 0.5; EBV gp42 inh: -12

How did O=[N+]([O-])c1cccc(-c2nnc(-c3ccc4c(c3)OCO4)o2)c1 do in these assays?
TbHK1 inh: 5; KCC2 mod: -0.35; TRPN1 ag: -0.1; thrombin 1536: -6; PPC-1+TRAIL kill: 15; Calpain2 inh: -5; Furin inh: -13; TRPML3 agonist: -0.3; EBV gp42 inh: 30

Results for CC[C@H](C)[C@H](NC(=O)c1ccccc1)C(=O)Nc1ccc(S(=O)(=O)Nc2cc(C)nc(C)n2)cc1 ?
TbHK1 inh: -1; KCC2 mod: 1.2; TRPN1 ag: -0.8; thrombin 1536: -2; PPC-1+TRAIL kill: 7; Calpain2 inh: -3; Furin inh: -8; TRPML3 agonist: 0.8; EBV gp42 inh: 2

How did CCOC(=O)c1c(NC(=O)COC(=O)c2nc(Cl)ccc2Cl)sc2c1CCC2 do in these assays?
TbHK1 inh: 2; KCC2 mod: 0.14; TRPN1 ag: 1.9; thrombin 1536: -4; PPC-1+TRAIL kill: 18; Calpain2 inh: -21; Furin inh: -6; TRPML3 agonist: 1.2; EBV gp42 inh: -15

What do the screens show for `C#Cc1ccc([C@H]2C=C(C(=O)N3CCOCC3)O[C@@H](OCC)[C@@H]2CCCO)cc1`?
TbHK1 inh: -1; KCC2 mod: -0.079; TRPN1 ag: 1.7; thrombin 1536: 1; PPC-1+TRAIL kill: 0; Calpain2 inh: 0; Furin inh: -38; TRPML3 agonist: 0.5; EBV gp42 inh: -9

How did CCn1c(-c2ccco2)n[nH]c1=S do in these assays?
TbHK1 inh: -2; KCC2 mod: 0.043; TRPN1 ag: 0.8; thrombin 1536: -3; PPC-1+TRAIL kill: -5; Calpain2 inh: -21; Furin inh: -22[20 µM]; TRPML3 agonist: -0.1; EBV gp42 inh: -40

What do the screens show for `O=C1[C@@H]2C(c3ccccc3Cl)=NO[C@@H]2C(=O)N1Cc1ccccc1`?
TbHK1 inh: -1; KCC2 mod: 0.012; TRPN1 ag: -0.2; thrombin 1536: -1; PPC-1+TRAIL kill: -2; Calpain2 inh: -1; Furin inh: -11[20 µM]; TRPML3 agonist: 1.1; EBV gp42 inh: -19

How did CCCn1nc(Oc2nc(NCC)nc(NCC)n2)ccc1=O do in these assays?
TbHK1 inh: -18; KCC2 mod: 1.1; TRPN1 ag: 0.5; thrombin 1536: -4; PPC-1+TRAIL kill: 9; Calpain2 inh: -10; Furin inh: -19[20 µM]; TRPML3 agonist: 0.8; EBV gp42 inh: 1

Results for CC(C)=CCC/C(C)=C/Cc1c(O)ccc(C(=O)/C=C/c2ccc(O)cc2)c1O ?
TbHK1 inh: 2; KCC2 mod: -1.4; TRPN1 ag: 3.3; thrombin 1536: 1; PPC-1+TRAIL kill: -10; Calpain2 inh: 21; Furin inh: -8; TRPML3 agonist: 0.4; EBV gp42 inh: -19

Results for Cc1ccc(NS(=O)(=O)c2ccc(CCC(=O)N3CCCC3)cc2)cc1 ?
TbHK1 inh: 5; KCC2 mod: -0.94; TRPN1 ag: 1.8; thrombin 1536: -6; PPC-1+TRAIL kill: 22; Calpain2 inh: 31; Furin inh: -6; TRPML3 agonist: 2.0; EBV gp42 inh: -26

How did Cc1ccc(C)c(N2C(=O)c3cc(N4CCOCC4)c([N+](=O)[O-])cc3C2=O)c1 do in these assays?
TbHK1 inh: 31; KCC2 mod: -0.39; TRPN1 ag: -1.9; thrombin 1536: -11; PPC-1+TRAIL kill: 15; Calpain2 inh: -6; Furin inh: -13; TRPML3 agonist: 0.5; EBV gp42 inh: -9

How did COC(c1ccccc1)c1nnc(CCC(=O)N(C)CCCC2CCCC2)o1 (stereo not drawn) do in these assays?
TbHK1 inh: -4; KCC2 mod: -1.1; TRPN1 ag: 0.8; thrombin 1536: -7; PPC-1+TRAIL kill: -5; Calpain2 inh: -3; Furin inh: -27; TRPML3 agonist: 0.6; EBV gp42 inh: -6

What do the screens show for `CC1=CC(=C(C#N)c2nc3ccccc3s2)C=C(C)N1Cc1ccco1`?
TbHK1 inh: 0; TRPN1 ag: 0.9; thrombin 1536: 3; PPC-1+TRAIL kill: 1; Calpain2 inh: 5; Furin inh: -12; TRPML3 agonist: 0.7; EBV gp42 inh: 157*

Results for CCOC(=O)c1ccc(NC(=O)CN2C(=O)CSC2=O)cc1 ?
TbHK1 inh: 5; TRPN1 ag: 0.3; thrombin 1536: -4; PPC-1+TRAIL kill: 9; Calpain2 inh: 14; Furin inh: -23; TRPML3 agonist: 0.6; EBV gp42 inh: -6

Results for O=S(=O)(c1ccccc1)N(Cc1nc(-c2ccccc2)no1)C1CCCCC1 ?
TbHK1 inh: 10; TRPN1 ag: 2.0; thrombin 1536: -7; PPC-1+TRAIL kill: 12; Calpain2 inh: 7; Furin inh: -11[20 µM]; TRPML3 agonist: 1.7; EBV gp42 inh: -1

Results for Oc1ccc2oc3c(c2c1)CCCC3 ?
TbHK1 inh: 2; KCC2 mod: 0.14; TRPN1 ag: -1.3; thrombin 1536: 3; PPC-1+TRAIL kill: 13; Calpain2 inh: 11; Furin inh: -8[20 µM]; TRPML3 agonist: -1.9; EBV gp42 inh: -4

Bioassay records deposited in PubChem by several laboratories.
